Screening results as filed in PubChem.
PfG6PD inh: PfG6PD (Plasmodium falciparum) enzyme inhibition; PfGluPho enzyme, NADPH resazurin-diaphorase fluorescence; hit rate 0.78% among 350,000; inhibition, % at 20 µM;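 active = inhibition reaching at least a set limit at 20 µM in the primary screen, cut at about 59% in these data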;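 note: 0% = DMSO wells with substrate and 100% = DMSO wells lacking glucose-6-phosphate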
APOBEC3A inh: human APOBEC3A DNA deaminase inhibition. hit rate 0.41% among 330,000. recombinant A3A, FAM/TAMRA ssDNA deamination fluorescence. inhibition, % at 20 µM;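 active = at least 40% inhibition at 20 µM here, with at most 30% in a related deaminase screen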;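 note: plate controls were A3A with DMSO for no effect and wells lacking A3A enzyme for full effect; some results filed as inactive read as strong as hits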
HKDC1 inhibitor: blocks human hexokinase HKDC1 activity; inhibition, % at 20 µM; AID 493160; hit rate 0.16% among 340,000; recombinant HKDC1, G6PDH/diaphorase resazurin coupled fluorescence;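 active = inhibition above about 35% when tested at 20 µM, limit read from the data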;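 note: plate controls were DMSO wells with enzyme for no effect and DMSO wells lacking enzyme for full effect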
Target sequence (Q2TB90 whole entry, looked up): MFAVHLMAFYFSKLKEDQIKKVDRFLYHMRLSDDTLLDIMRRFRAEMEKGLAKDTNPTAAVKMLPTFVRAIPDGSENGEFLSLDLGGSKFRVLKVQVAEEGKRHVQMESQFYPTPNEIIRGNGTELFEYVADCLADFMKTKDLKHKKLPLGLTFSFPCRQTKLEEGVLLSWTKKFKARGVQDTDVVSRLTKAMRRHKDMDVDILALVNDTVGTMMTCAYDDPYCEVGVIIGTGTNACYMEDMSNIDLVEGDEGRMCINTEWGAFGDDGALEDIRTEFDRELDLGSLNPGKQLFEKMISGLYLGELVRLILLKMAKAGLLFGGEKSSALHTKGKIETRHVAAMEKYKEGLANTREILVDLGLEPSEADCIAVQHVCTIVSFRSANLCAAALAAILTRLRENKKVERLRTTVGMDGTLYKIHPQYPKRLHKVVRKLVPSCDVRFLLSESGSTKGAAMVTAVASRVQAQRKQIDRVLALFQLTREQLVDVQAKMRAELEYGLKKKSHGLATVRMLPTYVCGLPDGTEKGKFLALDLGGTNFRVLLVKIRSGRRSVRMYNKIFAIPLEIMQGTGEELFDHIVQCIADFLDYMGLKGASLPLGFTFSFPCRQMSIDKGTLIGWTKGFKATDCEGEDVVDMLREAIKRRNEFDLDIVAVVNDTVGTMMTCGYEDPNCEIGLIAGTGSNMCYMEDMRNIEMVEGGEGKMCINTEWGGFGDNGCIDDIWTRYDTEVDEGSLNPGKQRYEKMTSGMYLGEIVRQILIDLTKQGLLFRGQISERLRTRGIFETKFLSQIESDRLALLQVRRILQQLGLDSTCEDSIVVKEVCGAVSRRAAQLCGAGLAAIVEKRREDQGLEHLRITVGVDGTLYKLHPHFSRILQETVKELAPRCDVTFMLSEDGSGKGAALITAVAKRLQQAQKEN
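Material – in-house recombinant HK5 (HKDC1) enzyme · Quantity – HKDC1 at 5 µg/mL · Buffer or medium – pH 8.0 Tris buffer with 10 mM MgCl2 · Reagent – glucose with 1 mM ATP · Dosing – single 20 µM dose · Times – reaction time 90 min, room temperature, protected from light · Technique – resorufin fluorescence at 613 nm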
hIAP inh: human IAP inhibition; hit rate 0.12% among 330,000; inhibition, % at 10 µM; P09923; purified IAP, CDP-Star luminescence, 30 min; AID 2544;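 active = inhibition reaching a set limit with compound at 10 µM in the primary screen, cut at about 35% in these data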;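 note: plate controls were DMSO wells with enzyme for no effect and no-enzyme buffer wells for full effect; values of inactives mirror those of a sister screen read the other way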
ATG4B inh: ATG4B (human) cysteine protease inhibition. ATG4B cleavage of LC3-PLA2, NBD-HPC fluorescence, 1 h. inhibition, % at 8.33 µM. hit rate 0.51% among 340,000; in the data active = inhibition above about 40%
mIAP act: increases mouse intestinal alkaline phosphatase activity | AID 2805 | activation factor at 10 µM | hit rate 0.24% among 330,000 | muIAP, CDP-Star luminescence, 30 min; hits give high values; 1 = vehicle-only enzyme signal, 0 = enzyme-free wells;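 active = activation factor of at least 2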; note: the source names both 10 and 20 µM as test concentration; values of inactives mirror those of a sister screen read the other way
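Assay system: mouse IAP enzyme / Compound: DMSO-dissolved test compounds / Timing: 30 min, room temperature / Measured by: luminescence from enzymatic CDP-Star hydrolysis / Control set: DMSO-only wells, enzyme-free buffer wells as negative control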
mIAP block: blocks mouse intestinal alkaline phosphatase; purified mouse IAP, CDP-Star luminescence, 30 min; hit rate 0.2% among 330,000; inhibition, % at 10 µM; AID 2806;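 active = inhibition of at least 40% at 10 µM in the primary screen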;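 note: plate controls were DMSO with enzyme for no effect and no enzyme wells for full effect; values of inactives mirror those of a sister screen read the other way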
hIAP activ: human IAP activation. P09923. activation factor at 10 µM. purified human IAP, CDP-Star luminescence, 30 min; hits give high values; 1 = vehicle-only enzyme, 0 = enzyme-free background. hit rate 0.16% among 330,000;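 active = activation factor of the enzyme at least 2-fold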; note: the source names both 10 and 20 µM as test concentration; values of inactives mirror those of a sister screen read the other way
* hit, by the source's call; · = not tested or not shown.

Sample of the layout, 12 compounds:
SMILES	PfG6PD inh	APOBEC3A inh	HKDC1 inhibitor	hIAP inh	ATG4B inh	mIAP act	mIAP block	hIAP activ
O=C(NC1CCSc2ccccc21)c1ccc([N+](=O)[O-])cc1 (stereo not given)	-5	0	-4	9	1	1	0	0.91
COCC(C)NC(=O)c1cccc(Cl)c1 (stereo not given)	7	-1	3	6	-6	0.99	1	0.94
CC(=O)c1cccc(NC(=O)c2cc(=O)c3ccccc3o2)c1	-1	-2	2	-25	-4	0.96	4	1.2
CC(=O)N1CCN(S(=O)(=O)c2ccc(S(=O)(=O)NCC(C)C)cc2)CC1	-4	-3	-2	16	1	0.98	2	0.84
Nc1nc(-c2cc(-c3ccccc3)no2)cs1	24	-4	-1	6	-10	0.94	6	0.94
C#Cc1ccc([C@H]2C=C(C(=O)NC3CC3)O[C@@H](OCC)[C@@H]2CCCO)cc1	4	-4	-2	7	-5	0.96	4	0.93
COc1ccc(-c2nc(CS(=O)(=O)CC(=O)NCCc3cc(OC)ccc3OC)c(C)o2)cc1	2	-3	-2	14	-8	1.1	-13	0.86
O=C1NC[C@H](CC2CCCCC2)N(CC2CCCCC2)C1=O	-26	0	-4	-6	-2	0.94	6	1.1
Cc1ccc(C)c(NC(=O)CSc2nc3nc(-c4cccs4)cc(C(F)(F)F)c3c(=O)[nH]2)c1	-49	0	8	11	35	0.91	9	0.89
Cc1[nH]n(-c2ccccc2)c(=O)c1C(=O)c1ccc(Cl)cc1	-30	-6	-2	5	6	1.1	-14	0.95
O=C1CC(=O)Nc2cc(S(=O)(=O)Nc3cccc(C(F)(F)F)c3)ccc2N1	-6	-4	-4	2	4	1	-3	0.98
CCOc1ccc(CCNC(=O)c2cc(=O)[nH]c3ccc(S(=O)(=O)N(CC)CC)cc23)cc1OCC	-8	2	0	-8	7	0.89	11	1.1

The listing, from the start:
SMILES	PfG6PD inh	APOBEC3A inh	HKDC1 inhibitor	hIAP inh	ATG4B inh	mIAP act	mIAP block	hIAP activ
O=C(NC1CCSc2ccccc21)c1ccc([N+](=O)[O-])cc1 (stereo not given)	-5	0	-4	9	1	1	0	0.91
COCC(C)NC(=O)c1cccc(Cl)c1 (stereo not given)	7	-1	3	6	-6	0.99	1	0.94
CC(=O)c1cccc(NC(=O)c2cc(=O)c3ccccc3o2)c1	-1	-2	2	-25	-4	0.96	4	1.2
CC(=O)N1CCN(S(=O)(=O)c2ccc(S(=O)(=O)NCC(C)C)cc2)CC1	-4	-3	-2	16	1	0.98	2	0.84
Nc1nc(-c2cc(-c3ccccc3)no2)cs1	24	-4	-1	6	-10	0.94	6	0.94
C#Cc1ccc([C@H]2C=C(C(=O)NC3CC3)O[C@@H](OCC)[C@@H]2CCCO)cc1	4	-4	-2	7	-5	0.96	4	0.93
COc1ccc(-c2nc(CS(=O)(=O)CC(=O)NCCc3cc(OC)ccc3OC)c(C)o2)cc1	2	-3	-2	14	-8	1.1	-13	0.86
O=C1NC[C@H](CC2CCCCC2)N(CC2CCCCC2)C1=O	-26	0	-4	-6	-2	0.94	6	1.1
Cc1ccc(C)c(NC(=O)CSc2nc3nc(-c4cccs4)cc(C(F)(F)F)c3c(=O)[nH]2)c1	-49	0	8	11	35	0.91	9	0.89
Cc1[nH]n(-c2ccccc2)c(=O)c1C(=O)c1ccc(Cl)cc1	-30	-6	-2	5	6	1.1	-14	0.95
O=C1CC(=O)Nc2cc(S(=O)(=O)Nc3cccc(C(F)(F)F)c3)ccc2N1	-6	-4	-4	2	4	1	-3	0.98
CCOc1ccc(CCNC(=O)c2cc(=O)[nH]c3ccc(S(=O)(=O)N(CC)CC)cc23)cc1OCC	-8	2	0	-8	7	0.89	11	1.1
O=C(Oc1ccc(Br)cc1C(=S)N1CCOCC1)c1ccc([N+](=O)[O-])cc1[N+](=O)[O-]	60*	-2	-2	-2	-1	1	0	1
Cc1ccc(OC(=O)c2ccccc2P(=O)(O)O)cc1	-14	-8	-6	-3	6	1	-4	1
C#CCOCCOCCOCCNc1nc(N2CCN(C(=O)[C@H](CCCCN)n3cc(C(N)CO)nn3)CC2)nc(N2CCN(C(=O)[C@H](CCC(=O)O)n3cc(C(N)Cc4ccc(O)cc4)nn3)CC2)n1 (stereo not given in full)	·	3	·	2	·	0.99	1	0.98
Cc1cc(OCC(=O)Nc2ccc(CN3CCCCC3)cc2)ccc1Cl	4	-1	-10	-31	-7	1.2	-15	1.3
Cc1cccc(CNC(=O)C2CCC(=O)N(C3CC3)C2)c1 (stereo not given)	1	-4	-5	9	-13	0.91	9	0.91
Cc1ccc(C(=O)N/C(=C\c2cn(S(=O)(=O)N(C)C)c3ccccc23)C(=O)NCCCN2CCOCC2)cc1	-12	-5	0	-22	-18	0.96	4	1.2
CCCn1c(CC)nc([N+](=O)[O-])c1Sc1ccc(F)cc1	2	-2	0	8	-6	0.94	6	0.92
NC(=O)c1c(N)sc2c1CCCC2	40	-2	12	14	-4	1	-3	0.86
CC1=NC(C(F)(F)F)(C(F)(F)F)C(C#N)=C(C)N1	3	2	-10	2	8	1.1	-7	0.98
O=C(NCCc1ccccc1)C1CCCN(c2cnccn2)C1 (stereo not given)	13	-1	-8	-2	1	1.1	-11	1
COc1cc(/C=C/C(=O)O)cc(S(=O)(=O)NNC(=O)c2ccc3c(c2)OCO3)c1OC	-17	2	15	-27	4	0.9	10	1.3
CCS(=O)(=O)N1CCN(CC(=O)NC2CCCCC2)CC1	20	1	-6	7	-13	1	-2	0.93
COc1cc(S(=O)(=O)Nc2ccccc2)ccc1N=Cc1c(C)[nH]n(-c2ccc(C)cc2)c1=O	·	3	·	-40	·	1	-2	1.4
Additional results
SMILES	PfG6PD inh	APOBEC3A inh	HKDC1 inhibitor	hIAP inh	ATG4B inh	mIAP act	mIAP block	hIAP activ
Cc1ccccc1CN1CCN(Cc2cc3ccccc3o2)CC1CCO (stereo not given)	-8	-4	-3	6	-11	0.98	2	0.94
Cc1ccc(CSc2nnc(-c3ccccn3)n2C)cc1	6	-1	-3	0	3	1	-1	1
O=C(Cn1cnc2c(nnn2Cc2ccccc2)c1=O)NCC1CCCO1 (stereo not given)	-18	-6	-9	0	0	0.92	8	1
Cc1ccc(C(=O)OC(C)C(=O)Nc2ccc(Cl)cn2)s1 (stereo not given)	1	1	-1	11	-24	1	-2	0.89
O=C(CC(c1ccccc1)c1cc(Cl)ccc1O)N1CCCC1 (stereo not given)	-8	-4	12	-5	2	1.1	-7	1.1
CCCCn1c(N)c(N(CCOC)C(=O)c2oc3ccc(OCC)cc3c2C)c(=O)[nH]c1=O	0	1	1	-8	-7	1.1	-10	1.1
CN(CCC#N)S(=O)(=O)c1ccc2[nH]cc(C(=O)NCCc3ccccc3)c(=O)c2c1	-20	1	5	-2	-8	0.99	0	1
Cc1ccccc1NC(=O)Cc1cccc(C(F)(F)F)c1	6	-2	-5	1	5	1.1	-11	0.99
CCc1c(C)sc(NC(=O)c2cccs2)c1C(=O)OC(C)C	12	-2	-2	3	-10	0.88	12	0.97
CCN(C[C@H]1N[C@@](Cc2ccccc2)(C(=O)OC)[C@H]2C(=O)N(Cc3ccccc3)C(=O)[C@@H]12)C(=O)Nc1ccc(C(F)(F)F)cc1	29	-7	0	-10	-9	1.3	-30	1.1
O=C1CCC(=O)N1CCC(c1ccc(F)cc1)c1ccco1 (stereo not given)	2	6	-8	-2	-10	0.93	8	1
O=c1ccnc(SCCC(F)=C(F)F)[nH]1	-14	2	-5	-5	1	0.96	4	1
CCOc1ccccc1N1CCN(S(=O)(=O)c2cccc3nsnc23)CC1	-7	-5	-4	12	0	1	-1	0.88
Cc1ccc(S(=O)(=O)NCCNc2ccccc2[N+](=O)[O-])cc1	28	-1	-6	22	11	1	-2	0.79
Fc1ccc(C(c2nnnn2C2CCCC2)N2CCc3ccccc32)cc1 (stereo not given)	9	-2	-3	12	9	0.98	2	0.88
CC1(C)CC(=O)C2=C(C1)OC(N)=C(C#N)C2c1ccccc1[N+](=O)[O-] (stereo not given)	14	-2	-6	-1	1	0.93	7	1
Cc1ccc(N2CCN(CCc3nc4cc(NC(=O)c5ccco5)ccc4n3C)CC2)cc1	9	1	0	-13	-11	1.1	-8	1.1
CC1(C)CC(CC(=O)O)C(=O)O1 (stereo not given)	-4	-1	-6	-18	2	1.1	-6	1.2
Cc1ccc(S(=O)(=O)Nc2cccc(Oc3cnccn3)c2)cc1	8	2	1	-4	-2	1.1	-8	1
COc1ccc(C2(CNC(=O)c3ccccc3[N+](=O)[O-])CCOCC2)cc1	13	1	-9	-18	-2	1	-4	1.2
COc1ccc(-c2nnc(SCc3ccc(C(=O)O)cc3)o2)cc1OC	-13	0	-6	4	-1	0.98	2	0.96
CN(C(=O)CSc1nnc(-c2ccccc2)c(-c2ccccc2)n1)C1CCS(=O)(=O)C1 (stereo not given)	25	-3	-8	7	-13	1	-1	0.93
CCOC(=O)C1CCN(C(=O)Cn2cnc3sc(C)c(S(=O)(=O)N4CCOCC4)c3c2=O)CC1	-12	4	-2	7	2	0.99	1	0.93
O=C(O)c1ccc(NC(=O)c2cccc(S(=O)(=O)Nc3ccc(C(=O)O)cc3)c2)cc1	-9	2	0	5	-6	1.1	-8	0.95
COc1ccc(-c2ccc(F)cc2)cc1[C@H]1[C@H]2C=CC[C@@H](C)[C@@H]2C(=O)N1Cc1ccccc1	8	-4	7	2	-4	1.2	-16	0.98
COc1ccccc1CNC(=O)CCCn1nc(C)c2c(C)n(-c3ccccc3)nc2c1=O	-1	-6	-2	-27	2	0.98	2	1.3
COc1ccc2c(C)cc(SCC(=O)N3CCOCC3)nc2c1	-4	13	2	-7	-5	0.98	2	1.1
COC(=O)[C@@H](NC(=O)NCc1ccccc1F)C(C)C	-20	0	-4	0	-1	0.93	7	1
Cc1nnc2sc(SCC(=O)Nc3cccc(Cl)c3)nn2c1=O	9	-2	0	-23	-1	0.86	14	1.2
COc1ccc(C(=O)/C=C/Nc2c(C)n(C)n(-c3ccccc3)c2=O)cc1OC	-11	-4	-4	4	-6	0.99	1	0.96

Laid out differently: entries from further up
Order of values – PfG6PD inh | APOBEC3A inh | HKDC1 inhibitor | hIAP inh | ATG4B inh | mIAP act | mIAP block | hIAP activ
> Cc1ccc(CSc2nnc(-c3ccccn3)n2C)cc1
→ 6 | -1 | -3 | 0 | 3 | 1 | -1 | 1
> COc1ccc2c(C)cc(SCC(=O)N3CCOCC3)nc2c1
→ -4 | 13 | 2 | -7 | -5 | 0.98 | 2 | 1.1
> Cc1ccccc1NC(=O)Cc1cccc(C(F)(F)F)c1
→ 6 | -2 | -5 | 1 | 5 | 1.1 | -11 | 0.99
